LANA DNA inh = inhibitors of KSHV C-LANA binding to DNA, primary screen, biochemical, fluorescence polarization, FAM-LBS DNA, MBP-C-LANA, single point. inhibition, % at 9 µM. actives 0.078% (n = 340,000). AID 504423, 2011;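 active = highest replicate inhibition at or above 60% at 9 µM, even if other replicates fall short; inactive = all replicates below 60% inhibition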;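 also: 0% = neutral control wells and 100% = 4 µM acridine orange control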
DAGLB inhibitor = DAGLB lipase inhibitors, primary screen, biochemical, fluorescence, HTS. HEK293T DAGLB membrane lysate, EnzChek fluorogenic substrate. inhibition, % at 5.17 µM. Diacylglycerol lipase-beta (Homo sapiens), Q8NCG7. actives 0.059% (n = 340,000); in the data active = inhibition above about 34%;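 also: 0% = enzyme with vehicle and 100% = wells lacking enzyme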
CAL PDZ FP-1 = CAL PDZ peptide-binding inhibitors, primary screen, biochemical, fluorescence polarization, Cer-tagged CAL PDZ, HTS. purified CAL PDZ, TMR-peptide fluorescence polarization, 1 h. AID 504414, 2011. actives 0.02% (n = 330,000). inhibition, % at 20 µM;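 active = highest replicate inhibition of at least 40%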;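 also: plate controls were DMSO neutral control wells for no effect and unlabeled competitor peptide control wells for full effect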
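Read-out basis: mP drop reported as inhibition | Assay system: Tagged CAL PDZ protein CerCALP, purified | Benchmarks: Unlabelled peptide for full inhibition, DMSO wells as neutral | Schedule: 1 h incubation at room temperature before polarization reading | Buffer or medium: Sodium phosphate/NaCl buffer pH 7.4 with TCEP, IgG, Thesit | Doses: Single point, 20 µM | Measured by: Fluorescence polarization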
Cardiac RTF inh = cardiac RTF calcium sensitivity inhibitors, primary screen, biochemical, IANBD-TnC fluorescence, EC70 calcium; IANBD-labeled cardiac RTF, Ca2+ fluorescence; inhibition, % at 7.15 µM; actives 0.12% (n = 340,000);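 active = inhibition above the mean inhibition of all tested compounds plus 3 SD, cut at about 17% in these data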;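 also: assay run at fixed EC70 calcium of 1.6 mM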
V-ATPase pH = regulators of yeast V-ATPase proton pumping, primary screen, pHLuorin cytosolic pH fluorescence. S. cerevisiae. actives 0.37% (n = 350,000). AID 504577, 2011. response, % at 10 µM; in the data active = response mostly above about 7.3%, no sharp cut-off; inactive = mostly below about 5.4%; also: actives read high; inactives centre near 0; some compounds called inactive have numbers as strong as hits
CAL PDZ FP-2 = untagged CAL PDZ binding inhibitors, primary screen, biochemical, fluorescence polarization, HTS. purified CAL PDZ, TMR-peptide fluorescence polarization, 1 h. AID 602252, 2012. actives 0.92% (n = 300,000). Golgi-associated PDZ and coiled-coil motif-containing protein (Homo sapiens), Q9HD26. inhibition, % at 24.9 µM;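 active = mean inhibition of at least 30% with at least half of replicates also reaching 30%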;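 also: 0% = DMSO neutral control and 100% = excess unlabeled competitor peptide PRC23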
Arrestin-AP2 inh = inhibitors of beta-arrestin/AP2 binding, primary screen, biochemical, GPCR trafficking, flow cytometry; FITC-arrestin peptide / GST-AP2 beads; AP2 beta2 appendage carries R879A mutation; AID 504490, 2011; actives 0.31% (n = 340,000); beta-arrestin 1 C-terminal peptide binding to AP2 beta2-adaptin appendage (human); inhibition, % at 10 µM;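 active = inhibition above a set limit, near 3 SD of compounds lacking own fluorescence, cut at about 54% in these data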;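 also: plate controls were DMSO wells for no effect and 5 µM unlabelled arrestin peptide for full effect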
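Material – AP2 appendage R879A on GSH beads · Buffer or medium – PBS with 0.05% Tween 20 and 0.1% BSA · Probe or stimulus – fluorescein-tagged arrestin peptide at 50 nM final · Incubation – compound with beads 12 min RT, then probe 1 h RT · Detection – high-throughput flow cytometry of beads, ex 488, em 535 nm · Evaluation – percent response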
Keap1 Nrf2 FP = Keap1-Nrf2 protein-protein interaction inhibitors, primary screen, biochemical, fluorescence polarization, single point. Keap1 Kelch-Nrf2 peptide fluorescence polarization, 1536-well. inhibition, % at 9.4 µM. actives 0.15% (n = 340,000). Kelch-like ECH-associated protein 1 (Homo sapiens), Q14145; in the data active = inhibition above about 12%;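 also: human Keap1 Kelch domain with fluorescein labeled Nrf2 9mer peptide probe; 0% = neutral control wells and 100% = peptide positive control; higher means more block of Keap1 binding to Nrf2 peptide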
Pemphigus Ab inh = inhibitors of pemphigus antibody binding to DSG3, primary screen, biochemical, bead-based, flow cytometry, scFv-GFP. Desmoglein-3 (Homo sapiens), P32926. DSG3-coupled beads, scFv-anti-DSG3-GFP binding; hits give low values. binding (percent of control), % at 10 µM. actives 0.48% (n = 310,000);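 active = binding more than 3 SD below its plate's average and above zero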;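 also: hits lower antibody fragment binding to DSG3; some compounds called inactive have numbers as strong as hits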
NSD2 HMT inh = NSD2 histone methyltransferase inhibitors, primary screen, biochemical, AlphaScreen, single concentration, set 2; inhibition, % at 12.5 µM; actives 0.54% (n = 310,000); NSD2 peptide methylation, 120 min; in the data active = inhibition above about 50%
Target sequence (O96028 whole entry, looked up): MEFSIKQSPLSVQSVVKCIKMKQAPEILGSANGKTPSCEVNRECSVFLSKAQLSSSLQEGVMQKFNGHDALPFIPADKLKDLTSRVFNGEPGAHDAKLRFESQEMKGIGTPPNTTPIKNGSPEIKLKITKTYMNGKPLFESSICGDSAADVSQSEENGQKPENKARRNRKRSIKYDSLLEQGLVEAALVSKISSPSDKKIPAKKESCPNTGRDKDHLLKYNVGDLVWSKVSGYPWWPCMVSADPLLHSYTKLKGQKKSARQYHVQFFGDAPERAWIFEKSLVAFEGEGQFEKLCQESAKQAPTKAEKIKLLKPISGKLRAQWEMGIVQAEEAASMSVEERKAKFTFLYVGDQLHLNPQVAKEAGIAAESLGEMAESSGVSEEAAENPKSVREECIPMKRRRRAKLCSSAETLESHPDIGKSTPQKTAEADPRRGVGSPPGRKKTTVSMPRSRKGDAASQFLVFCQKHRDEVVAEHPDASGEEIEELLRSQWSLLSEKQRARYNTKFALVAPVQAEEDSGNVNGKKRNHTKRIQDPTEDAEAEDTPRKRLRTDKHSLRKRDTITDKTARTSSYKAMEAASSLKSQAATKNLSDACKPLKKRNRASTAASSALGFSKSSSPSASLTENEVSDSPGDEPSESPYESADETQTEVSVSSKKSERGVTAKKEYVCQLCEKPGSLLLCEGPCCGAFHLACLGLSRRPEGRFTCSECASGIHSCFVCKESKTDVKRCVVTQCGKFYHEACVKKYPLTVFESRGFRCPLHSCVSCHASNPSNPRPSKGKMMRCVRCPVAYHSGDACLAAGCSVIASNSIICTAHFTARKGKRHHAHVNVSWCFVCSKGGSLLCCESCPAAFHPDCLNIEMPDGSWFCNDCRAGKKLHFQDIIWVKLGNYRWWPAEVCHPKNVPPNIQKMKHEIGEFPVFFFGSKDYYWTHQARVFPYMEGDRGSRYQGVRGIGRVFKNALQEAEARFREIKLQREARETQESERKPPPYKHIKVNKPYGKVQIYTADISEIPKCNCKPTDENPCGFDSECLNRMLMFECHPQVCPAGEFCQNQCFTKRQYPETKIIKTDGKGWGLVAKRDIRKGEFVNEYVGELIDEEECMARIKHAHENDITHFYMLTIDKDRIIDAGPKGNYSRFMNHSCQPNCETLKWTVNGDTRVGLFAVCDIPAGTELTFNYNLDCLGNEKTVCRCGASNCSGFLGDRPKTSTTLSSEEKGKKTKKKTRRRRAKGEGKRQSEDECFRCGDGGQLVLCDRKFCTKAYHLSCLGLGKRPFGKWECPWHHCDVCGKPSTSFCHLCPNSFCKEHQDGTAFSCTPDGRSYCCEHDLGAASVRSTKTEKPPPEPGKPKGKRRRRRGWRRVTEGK
* marks the source's active call; other numbers are inactive results; · = not tested or not shown. These rows are one share of the data, so the mix of outcomes need not match the whole.

SMILES	LANA DNA inh	DAGLB inhibitor	CAL PDZ FP-1	Cardiac RTF inh	V-ATPase pH	CAL PDZ FP-2	Arrestin-AP2 inh	Keap1 Nrf2 FP	Pemphigus Ab inh	NSD2 HMT inh
Cc1ccccc1OCC(=O)NNC(=O)c1ccc(-n2cncn2)c([N+](=O)[O-])c1	-0.2	1	-1.8	-4	0	-4	-5	-2	88	1
O=C(CN1C(=O)NC2(CCCCC2)C1=O)Nc1cc(C(F)(F)F)ccc1N1CCCC1	1.9	0	-3.2	2	12	-2	30	5	107	1
COc1ccccc1N(C)S(=O)(=O)c1ccc(C(=O)OCC(=O)N2CCCCCC2)cc1	-1.7	-2	0.3	4	1	·	5	-2	103	2
CN1CCc2c(sc3nc(SCC(=O)N4CCOCC4)nc(N)c23)C1	-3.9	0	-0.9	-11	-8	-5	0	2	95	8
O=C(OCc1ccccc1C(F)(F)F)c1ccc(Br)c(S(=O)(=O)N2CCOCC2)c1	-0.1	-7	-1.1	-2	2	1	24	-5	99	-1
Cc1ccc(-n2nnnc2SCn2nnc3ccccc3c2=O)c(C)c1	-1.4	1	-2.1	-1	-1	·	4	5	104	5
CC(C)COc1ccc(C(=O)NNC(=O)CCC(=O)c2cccs2)cc1	-0.6	-2	-0.6	-11	-2	6	-1	-2	·	-1
Cc1ccc([N+](=O)[O-])c(OCCN2C(=O)NC(C)(C)C2=O)c1	0.9	0	-0.8	-3	4	·	-3	-2	103	-2
COc1cc(/C=N/N=C(N)N)ccc1OCc1ccc(Cl)cc1	-1.0	3	-4.2	8	0	2	5	3	112	14
COc1ccc(C2/C(=C(/O)c3ccc4c(c3)CC(C)O4)C(=O)C(=O)N2CCN2CCOCC2)cc1OC (configuration not stated)	0.6	-1	0.7	-6	1	28	-3	2	99	0
COc1ccc(CC2(C)OC(c3ccc(C)c([N+](=O)[O-])c3)=NN2C(C)=O)cc1 (configuration not stated)	-0.5	-13	-0.4	0	-4	-6	7	1	105	2
Clc1ccc(Sc2cc(N3CCOCC3)nc(-c3ccccc3)n2)cc1	-0.3	-3	-1.2	-22	1	-2	1	-3	103	5
COc1cc(OC)cc(C(=O)NNC(=O)c2ccc3c(c2)OCCO3)c1	-2.5	0	0.3	-8	5	·	29	-2	89	0
COn1c(=O)c(-c2ccc(Cl)cc2)[n+]([O-])c2ccccc21	1.1	-3	·	5	-2	-2	-2	-7	97	10
Cc1cc(C)cc(-n2nnc(C(=O)NCc3ccccc3Cl)c2N)c1	1.4	-2	·	1	3	-1	1	-2	107	0
CC(=O)OC(C#CCN1CCOCC1)c1ccccc1 (configuration not stated)	-1.6	-1	-0.3	-1	4	0	3	-5	95	-3
COc1cccc(NC(=O)C(c2ccccc2)N2CCCC2)c1 (configuration not stated)	1.0	0	-0.3	-10	1	-2	7	-5	113	-4
COCc1c(C(=O)OC/C(O)=C(\C#N)c2nc3ccccc3[nH]2)oc2ccccc12	0.8	·	-1.3	·	-2	0	11	-5	101	3
COc1ccc(S(=O)(=O)N/N=C\c2ccc([N+](=O)[O-])o2)c(OC)c1	-0.3	0	-0.4	-3	2	-2	-12	-9	101	5
Cn1nc(C(F)(F)F)c(-c2ccc(Br)cc2)c1NC(=O)C1CCC1C(=O)O (configuration not stated)	0.6	·	-0.3	·	-3	-3	3	1	94	-1
Cc1nnc(SCC(=O)NCC(=O)Nc2ccc(F)c(F)c2F)n1Cc1ccccc1	0.2	1	-1.6	14	-5	0	17	4	106	-1
COc1ccc(NC(=S)N2CCC(c3ccc(C)cc3)C2)cc1 (configuration not stated)	1.0	-6	-0.7	-6	2	0	-1	-2	126	1
COc1ccc(NC(=O)CN(C)C(=O)c2cccc(-n3cccc3)c2)cc1	3.3	1	-1.9	-10	-1	-6	-3	3	99	9
CCCC/C(O)=N\S(=O)(=O)c1ccc(N=NN(C)C)cc1	2.7	1	-1.3	2	1	-2	4	1	·	1
Cc1occc1C(=O)Nc1cc(C(C)(C)C)on1	0.7	-2	0.8	-6	-2	·	-5	-2	96	3
CCCN(Cc1ccccc1)S(=O)(=O)c1ccc(N2C(=O)CCC2=O)cc1	1.4	3	-0.7	-5	1	-1	5	-2	111	-1
COc1cccc(N=CC2=C(O)CCCC2=O)c1	2.1	0	-0.6	-9	-2	-1	-13	-2	100	-1
O=C1C(=O)N(CC2CCCO2)C(c2ccco2)/C1=C(/O)c1ccc(F)cc1 (configuration not stated)	2.5	-2	-33	1	-1	-9	-19	-6	99	-1
COc1ccc(/C=C/CN2CCCC(C(=O)c3cc(F)ccc3F)C2)cc1 (configuration not stated)	0.4	-3	-4.0	2	-2	-4	0	-2	86	1
O=C(c1cccc(Cl)c1)N1CCN(Cc2c[nH]c3ccccc23)CC1	-0.3	2	0.6	4	-2	0	1	-3	96	2
Cc1noc(C)c1NC(=O)N(C)C[C@H]1Oc2ccc(NS(=O)(=O)c3c(C)noc3C)cc2C(=O)N([C@H](C)CO)C[C@@H]1C	0.3	-2	0.8	-7	-4	-2	7	0	98	·
CCOC(=O)c1sc2nc(CC(=O)OC)nc(NCc3ccc(Cl)cc3)c2c1C	-2.9	0	-3.2	-4	-4	-5	8	-4	112	-2
O=C(Nc1ccc(N2CCOCC2)cc1)Nc1ccc2nsnc2c1	-1.3	-3	-1.1	10	6	4	43	1	98	-17
CCOc1ccc(NS(=O)(=O)c2ccc(C(=O)N(C)CC(=O)Nc3ccc(C)cc3)cc2)cc1	1.0	0	-2.4	-1	-1	-6	1	-3	105	32
COc1ccc(-n2nc(C(=O)NCC(=O)N3CCN(c4ccccn4)CC3)c3ccccc3c2=O)cc1	1.2	-1	-1.9	-2	-1	·	1	-7	99	-2
Cc1noc(C)c1C(=O)N1CCN(c2ccccc2O)CC1	0.3	1	-2.8	-15	-9	2	0	-3	107	1
Cc1ccc(-n2c(SCC(N)=O)nnc2-c2ccccn2)cc1C	-0.2	4	-1.5	-1	-4	-2	0	2	99	-2
Cc1cc(SCC(=O)c2ccccc2)n2nc(C)nc2n1	0.3	1	0.1	-6	4	·	2	-7	109	·
Cc1ccc(S(=O)(=O)N2CCCC2C(=O)Nc2ccc(O)cc2)cc1 (configuration not stated)	0.2	3	-0.6	-4	-1	0	6	-1	112	·
CCCC[n+]1c2ccccc2cc2ccccc21	1.6	10	-0.4	-1	-4	0	-15	1	86	·

Some of these compounds in order of count of non-hydrogen atoms, falling:
SMILES	LANA DNA inh	DAGLB inhibitor	CAL PDZ FP-1	Cardiac RTF inh	V-ATPase pH	CAL PDZ FP-2	Arrestin-AP2 inh	Keap1 Nrf2 FP	Pemphigus Ab inh	NSD2 HMT inh
Cc1noc(C)c1NC(=O)N(C)C[C@H]1Oc2ccc(NS(=O)(=O)c3c(C)noc3C)cc2C(=O)N([C@H](C)CO)C[C@@H]1C	0.3	-2	0.8	-7	-4	-2	7	0	98	·
COc1ccc(-n2nc(C(=O)NCC(=O)N3CCN(c4ccccn4)CC3)c3ccccc3c2=O)cc1	1.2	-1	-1.9	-2	-1	·	1	-7	99	-2
CCOc1ccc(NS(=O)(=O)c2ccc(C(=O)N(C)CC(=O)Nc3ccc(C)cc3)cc2)cc1	1.0	0	-2.4	-1	-1	-6	1	-3	105	32
Cc1nnc(SCC(=O)NCC(=O)Nc2ccc(F)c(F)c2F)n1Cc1ccccc1	0.2	1	-1.6	14	-5	0	17	4	106	-1
CCOC(=O)c1sc2nc(CC(=O)OC)nc(NCc3ccc(Cl)cc3)c2c1C	-2.9	0	-3.2	-4	-4	-5	8	-4	112	-2
COc1ccc(/C=C/CN2CCCC(C(=O)c3cc(F)ccc3F)C2)cc1 (configuration not stated)	0.4	-3	-4.0	2	-2	-4	0	-2	86	1
O=C(c1cccc(Cl)c1)N1CCN(Cc2c[nH]c3ccccc23)CC1	-0.3	2	0.6	4	-2	0	1	-3	96	2
Cc1ccc(-n2c(SCC(N)=O)nnc2-c2ccccn2)cc1C	-0.2	4	-1.5	-1	-4	-2	0	2	99	-2
COc1ccc(NC(=S)N2CCC(c3ccc(C)cc3)C2)cc1 (configuration not stated)	1.0	-6	-0.7	-6	2	0	-1	-2	126	1
CCCC/C(O)=N\S(=O)(=O)c1ccc(N=NN(C)C)cc1	2.7	1	-1.3	2	1	-2	4	1	·	1
CCCC[n+]1c2ccccc2cc2ccccc21	1.6	10	-0.4	-1	-4	0	-15	1	86	·

(continued)
SMILES	LANA DNA inh	DAGLB inhibitor	CAL PDZ FP-1	Cardiac RTF inh	V-ATPase pH	CAL PDZ FP-2	Arrestin-AP2 inh	Keap1 Nrf2 FP	Pemphigus Ab inh	NSD2 HMT inh
CC(C)CC(=O)NCCCN1CCN(CCCNC(=O)CC(C)C)CC1	-0.6	0	-0.5	2	-1	-2	29	2	·	23
COc1ccc(OC)c(NC(=O)COC(=O)C2CCN(C(=O)c3ccc(Cl)cc3)CC2)c1	-0.6	-3	-2.1	8	0	-3	7	-3	102	0
O=C(COCc1nc2ccccc2c(=O)[nH]1)NC1CCCC1	-1.8	1	·	-8	0	1	-1	-1	103	1
COc1ccccc1-c1oc2ccccc2c1C#CC1(N)CCCCC1	0.5	-4	0.6	-13	1	-2	-3	-2	111	·
CCn1c(=N)n(CC(=O)c2ccc(OC)cc2)c2ccccc21	0.6	2	0.9	-1	3	6	-2	-5	109	5
Cc1ccc(S(=O)(=O)N2CCN(C(=O)COC(=O)c3ccccn3)CC2)c(C)c1	·	3	-1.3	2	-2	-5	-9	·	109	15
COc1cccc(N=C(N)N)c1	0.5	1	-2.1	-1	-2	-7	-2	5	84	3

Assay outcomes as filed in PubChem.
